Mdm2 MdmX PPI: disrupts the human Mdm2-MdmX interaction; O15151+Q00987; AID 485346; SaOS-2 split-luciferase Mdm2/MdmX complementation, luminescence; 330,000 tested, 3% active; inhibition, % at 8 µM;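 active means inhibition of at least 50% at 8 µM in the primary screen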
tim23-1 inh: inhibits growth of tim23-1 mutant yeast; S. cerevisiae tim23-1 growth, BacTiter-Glo luminescence, 24 h; inhibition, % at 20 µM; 330,000 tested, 1.3% active; AID 463212;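 active means growth inhibition of the mutant yeast at or above 50%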;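 further: temperature-sensitive mutant grown at 25 °C; plate controls were DMSO-treated mutant yeast for no effect and medium wells lacking yeast for full effect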
TIM10 inh: growth inhibitors of TIM10 yeast strain. 330,000 tested, 1.4% active. inhibition, % at 10 µM. S. cerevisiae TIM10 strain growth, BacTiter-Glo luminescence, 24 h. AID 463195;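 active means inhibition of 40% or more at the single tested concentration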;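 further: wild-type TIM10 isogenic control strain grown at permissive 25 °C; 0% = DMSO yeast wells and 100% = minimal medium wells without yeast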
APJ antag: blocks the human apelin receptor APJ; P35414; CHO-K1 APJ beta-arrestin complementation, luminescence; inhibition, % at 20 µM; 330,000 tested, 0.32% active;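 active means inhibition above about 40% at 20 µM, limit read from the data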;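 further: cells challenged with 10 nM apelin-13 agonist together with compound; plate controls were apelin-13 plus DMSO wells for no effect and DMSO wells lacking apelin-13 for full effect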
Target sequence (P35414 whole entry, looked up): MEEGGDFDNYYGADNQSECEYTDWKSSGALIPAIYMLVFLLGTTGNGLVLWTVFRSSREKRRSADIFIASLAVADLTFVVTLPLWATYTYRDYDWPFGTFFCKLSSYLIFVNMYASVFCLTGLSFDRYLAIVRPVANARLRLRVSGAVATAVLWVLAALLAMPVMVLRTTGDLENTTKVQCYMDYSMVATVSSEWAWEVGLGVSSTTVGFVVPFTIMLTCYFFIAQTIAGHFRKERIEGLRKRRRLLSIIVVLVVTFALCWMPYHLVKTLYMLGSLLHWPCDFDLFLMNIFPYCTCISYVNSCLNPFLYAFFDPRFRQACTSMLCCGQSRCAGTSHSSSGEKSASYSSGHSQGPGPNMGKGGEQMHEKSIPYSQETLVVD
CHOP UPR activ: apoptotic UPR (CHOP) activation; CHO-CHOP luciferase reporter, luminescence; percent of tunicamycin response over DMSO baseline; activation, % at 10 µM; 330,000 tested, 0.34% active; AID 449763;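 active means at 10 µM dose, activation of 40% or more, normalized to positive control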;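 further: 100% = tunicamycin at 10 µg/mL and 0% = DMSO alone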
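measured by = luciferase luminescence | assay system = CHO-CHOP cells, stable luciferase reporter of PERK-eIF2a-CHOP signalling | amount = 500 reporter cells seeded per well | timing = 6 h compound exposure at 37 °C after overnight seeding | controls = positive tunicamycin 10 µg/mL, negative DMSO alone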
APJ ag: APJ receptor agonism. CHO-K1 APJ PathHunter beta-arrestin, luminescence; 0% DMSO wells, 100% apelin. P35414. 330,000 tested, 0.11% active. activation, % at 20 µM. AID 2520;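 active means activation more than six SD over the plate average, tested at 20 µM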;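 further: 0% = DMSO alone and 100% = apelin-13 at 10 nM; some results filed as inactive read as strong as hits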
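Material: CHO-K1 APJ beta-arrestin complementation cell line; Input: cell density 1000 per well; Incubation: compound stimulation 90 min at 25 °C, detection 60 min; Signal: luminescence from split beta-galactosidase complementation, Galacton Star/Emerald II substrate; Controls: DMSO-only wells as negative, 10 nM Apelin-13 as positive control.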
tim10-1 inh: inhibits growth of tim10-1 mutant yeast; inhibition, % at 20 µM; 330,000 tested, 2.2% active; AID 463190; S. cerevisiae tim10-1 ts strain growth, BacTiter-Glo, 24 h;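 active means inhibition of at least 40%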;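 further: mutant grown at 25 °C; 0% = DMSO wells with yeast and 100% = wells holding no yeast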
CXCR6 block: blocks human CXCR6 beta-arrestin recruitment. CHO-K1 PathHunter CXCR6 beta-arrestin, luminescence. 360,000 tested, 0.36% active. O00574. inhibition, % at 20 µM; in the data active means inhibition above about 34%, passing the limit was not always enough;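 further: antagonist mode with CXCL16 agonist at 10 nM final; 0% = 10 nM CXCL16 with DMSO and 100% = unstimulated wells without agonist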
Target sequence (O00574 whole entry, looked up): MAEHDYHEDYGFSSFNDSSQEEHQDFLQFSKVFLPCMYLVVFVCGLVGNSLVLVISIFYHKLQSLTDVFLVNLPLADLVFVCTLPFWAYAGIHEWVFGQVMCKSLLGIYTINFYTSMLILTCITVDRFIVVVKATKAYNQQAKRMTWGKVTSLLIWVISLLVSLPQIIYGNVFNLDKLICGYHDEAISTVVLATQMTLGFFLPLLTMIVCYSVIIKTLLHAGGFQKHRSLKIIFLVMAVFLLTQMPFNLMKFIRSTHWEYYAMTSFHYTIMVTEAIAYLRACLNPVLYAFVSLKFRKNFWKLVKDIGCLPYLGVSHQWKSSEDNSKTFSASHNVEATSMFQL
XBP1 UPR activ: activators of adaptive arm of unfolded protein response (XBP1); CHO-XBP1 luciferase reporter, IRE1-XBP1 UPR activation, luminescence; percent of tunicamycin response, DMSO as zero; activation, % at 20 µM; 330,000 tested, 0.33% active;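 active means versus positive control, 20 µM dose yields 30% or more activation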;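 further: 100% = tunicamycin at 10 µg/mL and 0% = DMSO only wells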
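Material: CHO cell line with stable XBP1 luciferase reporter; buffer or medium: F12 medium containing 10% fetal bovine serum; compound: single point, 20 µM final compound, 1% DMSO; incubation: 6 h treatment, 37 °C; measured by: glow luminescence from Steady-Glo reagent; evaluation: activation, % of tunicamycin; control set: tunicamycin high, DMSO low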
The depositor's hits bear a star; · = not tested or not shown. These rows are one share of the data (hit frequency here may not be typical).

smiles,Mdm2 MdmX PPI,tim23-1 inh,TIM10 inh,APJ antag,CHOP UPR activ,APJ ag,tim10-1 inh,CXCR6 block,XBP1 UPR activ
COc1ccc(CN2CCN(C(=O)Cn3nc(C)n4cccc4c3=O)CC2)c(OC)c1OC,17.0,-16.7,-26.5,-5.7,-1.9,0.5,0.4,4.9,-0.5
CCOC(=O)C1=C(C)NC(=O)CC1c1ccccc1 (configuration not stated),-22.9,10.6,0.6,20.0,0.0,-2.4,11.9,-0.4,0.1
C/C(=N\O)C1CCCCC1,18.5,5.5,-6.6,0.9,-0.3,-1.4,-0.4,·,-2.1
Cc1noc(C(=O)Nc2sc3c(c2C#N)CCC3)c1Cl,-12.2,18.3,0.1,3.8,2.2,-1.9,8.6,6.5,1.8
COc1ccc(-c2ccc(-c3noc(C4CCCCC4)n3)c(OC)n2)cc1,14.9,13.2,14.7,-2.8,-3.6,-5.8,16.5,1.2,-3.2
COc1ccc(NC(=O)CSc2ccc(C)cc2)cc1,-50.4,-2.5,14.7,-3.1,1.4,0.4,5.7,-7.5,5.0
O=C(NNC(=S)Nc1cccc(C(F)(F)F)c1)c1ccccc1Cl,15.7,21.3,18.9,31.2,-0.3,-5.1,31.5,6.7,0.1
CCCn1c(C(C)NC(C)=O)nc2ccccc21 (configuration not stated),21.6,-11.5,-12.2,12.7,-1.0,0.3,-21.1,-7.3,-2.3
COC(=O)[C@@]12CCCN1[C@H](c1ccc(SC3CCCCC3)cc1)[C@H]1C(=O)N(C)C(=O)[C@H]12,28.5,26.9,13.7,16.4,0.6,0.5,23.8,-0.5,-1.5
COc1cccc(NC(=O)C2CCN(S(=O)(=O)c3ccc4[nH]c(=O)ccc4c3)CC2)c1,-1.7,-11.5,-12.0,8.6,-2.3,-1.9,-1.6,-4.1,-0.6
CCOC(=O)C(NC(=O)Nc1ccc(Cl)cn1)(Oc1ccc(F)cc1)C(F)(F)F (configuration not stated),40.7,12.1,-5.8,-3.1,-1.1,-2.1,2.4,-5.9,-3.8
CC1(C)c2ccccc2-n2c1cc1oc(=O)cc(O)c1c2=O,-6.7,34.8,33.1,-4.8,-0.3,1.3,-17.9,8.3,-0.7
Cc1c(F)cccc1NS(=O)(=O)c1ccc2c(c1)NC(=O)CO2,22.7,0.1,11.4,14.7,0.0,-3.7,4.4,-6.7,-1.6
CC[C@H](C)[C@H](NC(=O)c1ccc(Cl)cc1)C(=O)OCC(=O)c1c(N)n(C)c(=O)n(C)c1=O,39.3,18.5,2.0,3.9,0.2,-1.5,9.3,-0.6,-1.2
N#CNC1=NCN(Cc2ccccc2)CN1,7.8,0.2,-21.5,-15.6,-1.2,1.7,3.4,5.7,0.7
c1ccc(Oc2nc(N3CCOCC3)nc(N3CCOCC3)n2)cc1,2.2,25.7,7.4,-13.4,2.0,0.9,18.5,-0.6,1.2
COc1ccc(/C=N/NC(=O)c2c(C)nc3ccccn23)cc1[N+](=O)[O-],25.7,1.3,2.5,4.0,3.2,0.1,-12.6,-5.6,-0.9
O=C(CSCc1cccc(Br)c1)N1CCOCC1,0.5,6.1,2.7,12.3,0.5,-2.4,25.5,-4.8,-2.0
Cc1csc(NC(=O)CCS(=O)(=O)c2ccc(Br)cc2)n1,19.8,19.4,3.8,9.6,0.6,-1.9,21.4,-4.0,-1.2
CCOC(=O)N1CCC(N2Cc3cccc(C(=O)Nc4ccccc4OC)c3C2=O)CC1,-9.3,26.0,20.9,5.7,2.3,-2.3,17.1,3.8,-7.4
CCOC(=O)C1CCCN(S(=O)(=O)c2ccc3c4c2CC(=O)N4CC(C)S3)C1 (configuration not stated),-2.2,25.3,16.9,-110.9,0.2,0.7,37.0,-13.0,-1.9
CC(C)Cc1cc(C(=O)Nc2ccc(Br)cc2)no1,-111.2,22.8,17.3,-0.6,7.1,-2.9,16.5,-6.0,6.1
CCc1ccc(S(=O)(=O)Nc2ccncc2)cc1,4.9,-4.8,2.5,5.8,1.3,-0.5,-7.3,5.1,-3.0
NC(=O)c1ccc(Oc2ccc(C(N)=O)cc2)cc1,10.6,6.4,14.4,-2.5,1.1,-1.6,-3.0,-3.8,-0.8
CCOC(=O)c1sc(NC(=O)CSc2nc3c(cc2C#N)CCCCCC3)c(C#N)c1C,32.9,-4.9,-17.1,10.2,1.1,-1.3,22.0,-6.4,2.7
O=C(Nc1ccc(F)cc1F)c1c(C(F)(F)F)ccnc1Oc1ccccc1,19.6,-8.0,6.9,1.4,0.0,-4.6,9.7,15.8,-1.6
CC(C)(C)NC(=O)C[C@H]1C[C@H](C(=O)N2CCCCC2)[C@@]2(C)c3[nH]c4cc(-c5ccco5)ccc4c3CCN2C1=O,30.3,31.0,-1.3,·,2.3,·,13.2,-3.5,1.1
CCSc1nnc(NC(=O)C2CC(=O)N(Cc3ccc(C)cc3)C2)s1 (configuration not stated),-3.5,26.3,-10.7,-5.5,0.1,-2.9,-7.7,-0.9,-0.7
O=C1N=c2ccccc2=C1c1sc(=O)[nH]c1O,12.3,-3.4,-22.4,1.0,0.0,-2.8,-24.7,8.0,-1.7
CCC(=O)Nc1c(C(=O)N2CCN(c3ccccn3)CC2)cnn1-c1ccc(C)cc1,-2.9,10.3,2.9,2.5,3.9,-3.7,-6.0,0.4,-2.4

Reprinted at random: two entries already listed
smiles,Mdm2 MdmX PPI,tim23-1 inh,TIM10 inh,APJ antag,CHOP UPR activ,APJ ag,tim10-1 inh,CXCR6 block,XBP1 UPR activ
NC(=O)c1ccc(Oc2ccc(C(N)=O)cc2)cc1,10.6,6.4,14.4,-2.5,1.1,-1.6,-3.0,-3.8,-0.8
CCCn1c(C(C)NC(C)=O)nc2ccccc21 (configuration not stated),21.6,-11.5,-12.2,12.7,-1.0,0.3,-21.1,-7.3,-2.3

The results go on:
smiles,Mdm2 MdmX PPI,tim23-1 inh,TIM10 inh,APJ antag,CHOP UPR activ,APJ ag,tim10-1 inh,CXCR6 block,XBP1 UPR activ
CCOC(=O)CCNC(=O)N1CCCC(CCC(=O)N(C)CCc2ccccn2)C1 (configuration not stated),18.3,8.9,-25.8,-2.5,-1.6,0.9,9.4,0.6,-1.2
C/C=C(\C)C(=O)NCCN1C2=NC[C@@H](C)N2C[C@H]1Cc1ccc(O)cc1,3.3,9.0,-11.9,-53.2,1.5,1.8,2.3,-12.7,-0.1
CCOC(=O)C(CCC#N)(CCC#N)C(=O)OCC,-10.9,0.9,-1.2,15.1,-0.2,0.5,9.3,2.9,-0.4
CCOc1ccc(CC(=O)NNC(=O)NC2CCCCC2)cc1,11.3,-1.8,3.2,-0.6,0.6,-3.4,-3.5,-13.0,1.3
O=C(c1ccccc1)N1CCN(CC(O)COC2CCCCC2)CC1 (configuration not stated),-0.6,0.6,2.9,-7.7,1.3,-5.3,-17.6,-0.1,-0.7
COc1ccc(C(O)P(=O)(OCc2ccccc2)c2ccc(N(C)C)cc2)cc1 (configuration not stated),-5.5,8.6,24.7,15.7,-0.3,-6.7,6.6,-0.4,-0.7
Cc1cc(C)c2sc(N(CCCN(C)C)C(=O)CN3C(=O)c4ccccc4C3=O)nc2c1,22.1,6.3,9.0,23.6,0.4,-2.2,17.5,0.6,2.3
O=C(Nc1ccc2c(c1)nc1n2CCSC1)c1ccccc1,-42.5,40.0,66.3*,5.5,-3.4,7.1,38.7,-4.1,-3.7
Cc1ccc2nc(C(=O)O)c(C(=O)O)nc2c1,-2.5,-16.8,-10.1,-3.6,-0.7,-4.3,-8.7,7.2,-1.0
COc1ccc(CCNC(=O)c2ccc(Cl)cc2Cl)cc1OC,21.6,10.5,0.7,-3.7,-1.2,-2.6,-5.8,2.4,-1.6
COc1cc(Br)cc2cc(C(=O)N3CCN(C(=O)c4ccco4)CC3)c(=O)oc12,-1.6,16.9,18.3,3.3,1.0,1.8,17.4,5.7,-3.0
C/C(CC(=O)NC12CC3CC(CC(C3)C1)C2)=N\NC(=O)c1ccc(C)cc1,-17.2,19.3,23.9,-23.4,1.3,-0.4,18.5,0.0,1.0
COC(=O)c1cc(S(=O)(=O)NCC2CCN(Cc3cccc(F)c3)CC2)c[nH]1,-12.1,3.3,-9.6,4.1,1.7,2.2,-1.8,-2.4,-2.6
CCn1c(N2CCN(CC(=O)c3c(C)n(C)c4ccc(OC)cc34)CC2)nc2c1c(=O)[nH]c(=O)n2C,30.5,-4.1,-0.2,-3.2,-0.4,2.0,-0.9,-17.4,2.1
CCOc1ccc2nc(NC(=O)CSc3nc4ccccc4c(=O)n3Cc3ccco3)sc2c1,43.8,4.3,4.0,-9.5,-2.1,-1.7,18.9,4.7,2.7
CCCNC(=O)Cn1nc(C(F)(F)F)cc1C,9.0,10.3,3.6,14.0,1.6,0.4,-5.5,7.7,-1.8
COc1ccc(OC)c(-c2cc(C3CCN(c4cc(Cl)nc(N)n4)CC3)[nH]n2)c1,-19.3,26.0,30.5,-3.9,1.2,3.4,24.7,-13.9,4.5
COc1cc(OC)cc(-c2sc3ccc(OC)cc3c2-c2ccc3cc[nH]c3c2)c1,13.6,18.2,8.4,-1.5,2.5,-2.8,15.5,-0.3,1.8
Cc1nc(NNC(=O)c2ccc([N+](=O)[O-])cc2)cc(-c2ccccc2)n1,9.2,27.5,15.1,-8.5,2.4,-0.4,14.4,28.8,1.2
CC(C)c1cc(-c2cc(-c3ccccc3)on2)nc(NC2CCCC2)n1,8.6,3.6,4.0,10.5,-2.5,-1.1,3.6,-8.6,-1.5
COc1cc(S(=O)(=O)N2CCN(C(=O)c3ccco3)CC2)ccc1Cl,-14.8,20.9,-4.2,3.2,-0.9,-3.1,11.2,-1.0,-1.0
Cc1ccc(S(=O)(=O)N(C)Cc2ccc(C(=O)NN=C(CC(C)C)CC(C)C)cc2)cc1,-16.0,18.2,7.4,-26.5,0.1,3.1,-0.5,-4.5,-0.9
CCCSc1nnc(NC(=O)CSc2nc3[nH]c(=O)cc(O)c3s2)s1,17.2,11.6,2.7,-12.0,-0.6,3.5,-2.9,4.0,-0.6
O=C(Nc1sc2c(c1C(=O)NC1CC1)CCCCCC2)c1ccco1,-10.4,38.3,23.2,-7.9,-1.0,-1.9,34.9,-1.0,0.4
COc1ccc(-n2nc(C(=O)NCC(=O)N3CCCCCC3)c3ccccc3c2=O)cc1Cl,1.7,23.9,10.4,3.0,1.6,3.6,10.2,5.0,-3.4
O=c1[nH]c(=O)c2ncc(-c3ccc(Cl)cc3)nc2[nH]1,-12.3,-6.8,7.2,2.8,1.4,-1.5,5.7,·,4.1

Compound activity deposited in PubChem BioAssay by Sanford-Burnham Center for Chemical Genomics.
